# PMI inhibition – human PMI inhibitors, high substrate, primary screen, biochemical, fluorescence intensity, high mannose 6-phosphate (AID 1220); 0.66% of 190,000 active; inhibition, % at 20 µM, or IC50 in µM where a hit was titrated; Mannose-6-phosphate isomerase (Homo sapiens); recombinant PMI enzyme, coupled fluorescence intensity; higher % means a stronger effect; in the data active means inhibition above about 50%
# ER stress rescue – rescue of cells from ER stress-induced death, primary screen, 384-well, CSM14.1, thapsigargin, ATP luminescence (AID 1222); one-dose cellular ATP content (survival), % at 20 µM; EC50 in µM for titrated hits; CSM14.1 thapsigargin-induced death rescue, ATP luminescence; higher % means a stronger effect; 190,000 tested, under 10 active;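 active means EC50 below 50 µM in the dose-response confirmation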;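 further: death triggered by thapsigargin at about 15 µM added after 2 h compound pretreatment; cell ATP read after overnight thapsigargin exposure of roughly 18 to 22 hours; normalized against plate controls of thapsigargin alone and 5% DMSO vehicle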
# PhoP inhibition – inhibitors of PhoP regulon expression, primary screen, Salmonella Typhimurium, GFP reporter (AID 1863); S. Typhimurium PhoP-regulated promoter GFP reporter, 4 h; higher % means a stronger effect; one-dose inhibition, % at 50 µM; IC50 in µM for titrated hits; 0.16% of 300,000 active;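 active means inhibition over 29.93%, a cutoff 3 SD above the screen mean, later confirmed by dose response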;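 further: 0% = low Mg2+ inducing control and 100% = high Mg2+ repressing control; strong numbers were not always called active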
# West Nile antiviral – West Nile virus antiviral activity, cell-based, CPE readout (AID 1621); West Nile virus-infected cells, CPE inhibition; higher % means a stronger effect; one-dose CPE inhibition, % at 10 µM; IC50 in µM for titrated hits; 0.02% of 290,000 active; in the data active means a potency from the dose series; further: strong numbers were not always called active
# SIAH1 antagonists – Siah-1 peptide-binding antagonists, primary screen, biochemical, fluorescence polarization, rhodamine-plectin, uHTS (AID 1817); Siah-1 / rhodamine-plectin peptide fluorescence polarization; higher % means a stronger effect; E3 ubiquitin-protein ligase SIAH1 (Homo sapiens); 0.02% of 290,000 active; displacement, % at 20 µM; hits with a dose series show IC50 in µM;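 active means displacement of at least 50% at 20 µM, with a fluorescence ratio check between 0.3 and a set limit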;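 further: plate controls were Siah plus tracer with DMSO for no effect and tracer alone without Siah for full effect; strong numbers were not always called active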
# Yfh1-depleted yeast – enhancers of respiration in Yfh1-depleted yeast, dose response, Friedreich's ataxia, plus single-dose screen (AID 1465); S. cerevisiae Yfh1-off respiration, WST-1 reduction, 72 h; higher fold induction means a stronger effect; fold induction at 50 µM; hits with a dose series show EC50 in µM; 0.074% of 220,000 active;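 active means fold induction of absorbance versus untreated yeast above a set limit, then at least 30% activation at any dose in follow-up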;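 further: activators that raise dye reduction in frataxin-depleted yeast; strong numbers were not always called active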
# M1AAP inhibition – P. falciparum M1AAP inhibitors, biochemical, fluorogenic H-Leu-NHMec substrate, 1536-well (AID 1445); recombinant M1AAP, H-Leu-NHMec fluorogenic kinetic assay; higher % means a stronger effect; 0.42% of 220,000 active; one-dose inhibition, % at 30 µM; IC50 in µM for titrated hits;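 active means primary inhibition above the hit cutoff, then over 50% inhibition at one or more dose response concentrations, cut at about 23% in these data, passing the limit was not always enough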;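 further: plate controls were DMSO full reaction for no effect and no enzyme background for full effect; strong numbers were not always called active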
# XIAP antagonists – XIAP antagonists, biochemical, IAP family, fluorescence polarization (AID 1018); XIAP BIR domain, fluorescence polarization peptide displacement; higher % means a stronger effect; displacement, % at 20 µM; hits with a dose series show IC50 in µM; 0.007% of 200,000 active; in the data active means displacement above about 50%; further: a part of the inactive calls stands beside numbers as strong as those of hits
# P. falciparum M17LAP – P. falciparum M17LAP inhibitors, primary screen, biochemical, fluorogenic H-Leu-NHMec substrate, 1536-well (AID 1619); one-dose inhibition, % at 30 µM; IC50 in µM for titrated hits; Leucine aminopeptidase (Plasmodium falciparum (isolate 3D7)); 0.38% of 220,000 active; recombinant M17LAP, H-Leu-NHMec fluorogenic kinetic assay; higher % means a stronger effect;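 active means compound inhibiting the enzyme by more than half at any dose during confirmatory dose-response retesting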;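 further: plate controls were full reaction with DMSO carrier for no effect and no enzyme background for full effect; strong numbers were not always called active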
# Active calls of the source: *; i = inactive; . = no result given. Not a hit list, and some 1.6% of all compounds hit somewhere here.
SMILES,PMI inhibition,ER stress rescue,PhoP inhibition,West Nile antiviral,SIAH1 antagonists,Yfh1-depleted yeast,M1AAP inhibition,XIAP antagonists,P. falciparum M17LAP
CC(c1nccs1)N(C)C(=O)CCc1nnc(-c2ccc(-c3ccccc3)cc2)o1 (stereo unspecified),-1%,1.8%,-9%,-1.8%,12%,i,-3%,-2.1%,-5%
CC1(C)CC(c2nc(-c3ccccc3)cs2)CCS1 (stereo unspecified),0%,6.0%,3%,0.7%,1%,i,3%,-2.8%,-2%
CCOC(=O)Cc1csc(NC(=O)Cc2ccc(C)cc2)n1,-3%,.,4%,-0.2%,2%,i,8%,-6.9%,20%
O=C(Nc1ccc(N2CCCC2)cc1)c1cccc(-c2cc3ccccc3oc2=O)c1,-10%,-0.6%,-11%,-0.3%,18%,i,7%,-8.0%,3%
COc1ccc(/C(C)=N/NC(=O)c2cc(-c3cccnc3)nc3ccccc23)cc1,0%,-1.3%,1%,-0.5%,4%,i,3%,-0.1%,-4%
CN1CCN(c2ccc(C(=O)c3ccc(F)cc3)cc2)CC1,9%,-0.9%,2%,-0.2%,3%,i,6%,-5.6%,31%
Cc1c(NC(=O)C(C)n2cc([N+](=O)[O-])cn2)c(=O)n(-c2ccccc2)n1C (stereo unspecified),-20%,.,5%,-0.3%,-3%,i,0%,-7.2%,-9%
COc1ccc(CCC(=O)Nc2ccc(Cl)c(S(=O)(=O)N3CCCC3)c2)cc1,.,.,-20%,-0.3%,-1%,i,0%,.,-11%
Cc1ccc(NC2=CC(=O)CCC2)cc1C,0%,1.0%,0%,0.1%,-2%,i,5%,-1.7%,12%
Cc1cccn2c(=O)c3cc(C(=O)O)n(C)c3nc12,-14%,-2.7%,4%,0.2%,-5%,i,11%,-2.2%,-82%
CCN(CC)C(=O)N1CCn2c(nc3ccccc32)C1,-2%,5.1%,1%,0.1%,4%,i,11%,-1.1%,6%
Nc1ccc(CNc2ncn[nH]2)cc1,.,.,-6%,0.2%,-2%,i,8%,.,3%
COc1ccc(F)cc1S(=O)(=O)N1CCCC(C)C1 (stereo unspecified),-9%,1.8%,9%,-0.4%,0%,i,-4%,-6.3%,2%
CCOc1cc(C(=S)N2CCN(C)CC2)ccc1OCC(=O)N1CCOCC1,10%,-2.0%,6%,0.9%,2%,i,0%,-1.0%,19%
CCC1C(=O)N=C(SCC(=O)Nc2nc3ccccc3s2)NC1=O (stereo unspecified),-12%,-1.0%,-14%,0.2%,1%,i,4%,-1.0%,16%
CCN(c1ccc(OCC(=O)OCC(=O)Nc2ccc(F)c(F)c2F)cc1)S(=O)(=O)c1ccccc1,13%,7.3%,50%,-0.1%,2%,i,0%,-1.0%,13%
O=C(NNc1ccccc1[N+](=O)[O-])NC1CCCCC1,3%,-0.8%,6%,-0.5%,-2%,i,5%,-2.6%,1%
COc1ccc(C2C(C(=O)O)c3ccccc3C(=O)N2C)cc1Br (stereo unspecified),-70%,-3.7%,9%,0.5%,-6%,i,1%,-3.5%,18%
CCC(=O)Nc1ccc(-c2nn3c(C)nnc3s2)cc1C,7%,-2.1%,6%,0.3%,-2%,i,4%,-11%,5%
NC1=NC(=O)/C(=C/c2ccccc2OS(=O)(=O)c2ccccc2)S1,6%,-0.6%,8%,-0.1%,6%,i,0%,-5.4%,2%
O=[N+]([O-])c1cccc(/C=C/c2ccncc2)c1,.,.,-3%,0.0%,6%,i,2%,.,7%
O=C(CN1CCC(O)(c2ccccc2)CC1)Nc1ccc2c(c1)OCCO2,6%,-1.2%,1%,0.1%,11%,i,-1%,-2.0%,1%
CCc1nc(C)cn1S(=O)(=O)c1cc(OC)c(C)cc1C,6%,0.0%,11%,0.5%,0%,i,5%,-2.8%,-3%
CNC(=O)c1ccccc1S(=O)c1ccccc1C#N (stereo unspecified),-3%,-1.5%,10%,0.2%,7%,i,-12%,-6.6%,-2%
CCN(C(=O)CN1CCN(Cc2ccccc2)CC1)c1c(N)n(Cc2ccccc2)c(=O)[nH]c1=O,-3%,1.1%,-6%,0.2%,2%,i,1%,-4.2%,-2%
O=C(COc1ccccc1)Nc1ccc2[nH]c(=O)[nH]c2c1,6%,-1.9%,-1%,0.3%,-6%,i,7%,-2.1%,0%
CC1(C)C(=O)C2(CCCCC2)C(=O)OC1c1cccs1 (stereo unspecified),-55%,-1.5%,-7%,-0.1%,-5%,i,6%,-12%,-8%
CC(=O)N1CCN(c2ccccc2NC(=O)COc2ccccc2C)CC1,2%,3.9%,1%,0.0%,0%,i,-6%,12%,-6%
Cc1cc(C(=O)NNC(=S)NCC(C)C)cs1,-10%,-0.9%,-2%,-0.3%,12%,i,-2%,-1.6%,-4%
O=C(COC(=O)c1ccccc1Cc1ccccc1)Nc1ccc(SC(F)F)cc1,16%,5.6%,13%,-0.2%,10%,i,0%,-5.6%,10%
O=C(Cn1cc([N+](=O)[O-])cn1)N1CCc2ccccc2C1,-5%,0.1%,-7%,0.3%,6%,i,2%,6.6%,3%
COC(=O)c1ccc(N2C(=O)CC(SCCN)C2=O)cc1 (stereo unspecified),5%,-1.7%,4%,0.1%,4%,i,0%,-2.1%,7%
CN1CCN(CCCNC(=O)c2cn(C)c3ccc(S(=O)(=O)N(C)C)cc3c2=O)CC1,-3%,-0.3%,5%,0.8%,-5%,i,1%,-4.1%,5%
C/C(CC(=O)NCC(C)C)=N\NC(=O)COc1cc(C)c(Br)cc1Br,2%,0.1%,3%,0.2%,0%,i,4%,-6.9%,-2%
CC(=O)N/C(=C/c1ccc(OS(=O)(=O)c2ccc(C)cc2)cc1)C(=O)Nc1ccc(C(=O)O)cc1,.,.,2%,0.1%,3%,i,3%,.,19%
CCN1CCc2c(sc(NC(=O)Nc3ccc(Cl)c(Cl)c3)c2C(N)=O)C1,22%,-1.4%,-58%,0.7%,1%,i,13%,-39%,-12%
Cc1ccsc1C1C(C#N)=C(N)OC2=C1C(=O)CC(C)C2 (stereo unspecified),12%,0.2%,5%,0.4%,0%,i,2%,-0.6%,9%
Cc1cc(C)nc(N2CCCC(C(=O)Nc3nnc(C)s3)C2)n1 (stereo unspecified),8%,-0.8%,-5%,0.2%,0%,i,5%,-4.8%,-2%
CCOC(=O)Nc1ccc2c(c1)N(C(=O)OC)c1ccccc1CC2,-3%,-2.1%,-8%,2.3%,5%,i,5%,-0.4%,-8%
Cn1c2ccccc2c2ncn(Cc3ccc(F)cc3)c(=O)c21,.,.,-6%,-0.1%,-1%,i,-2%,.,-10%
CC(c1ccccc1)C1CC(=O)N(Cc2ccco2)C1=O (stereo unspecified),-5%,-2.9%,-3%,-0.2%,3%,i,7%,-2.1%,1%
COCC(C)n1c(C)cc(C(=O)COC(=O)c2c(NC(C)=O)sc(C)c2C)c1C (stereo unspecified),10%,0.7%,.,0.2%,14%,i,.,-3.2%,.
CC(c1ccccc1)N1CCn2c(nc3cc(NC(=O)c4cccs4)ccc32)C1 (stereo unspecified),-76%,-0.9%,9%,-0.1%,0%,i,5%,-8.4%,10%
Cn1cc(C(=O)c2ccc(Cl)cc2Cl)cc1C(=O)N/N=C(\N)COc1ccc(Cl)cc1Cl,2%,-3.9%,8%,.,-2%,.,-12%,-7.4%,12%
COc1cc(OC)c2c(-c3ccccc3)cc(=O)oc2c1C(CC(=O)N1CCN(c2ccccc2)CC1)c1ccc(N(C)C)cc1 (stereo unspecified),.,.,-6%,-0.6%,8%,i,12%,.,1%
CC(C)c1nnc(NC(=O)c2cccs2)s1,14%,-2.1%,13%,0.3%,-1%,i,1%,-1.0%,6%
COc1cccc(C2NC(=O)NC(C)=C2C(=O)Nc2ccccc2C)c1 (stereo unspecified),4%,-1.0%,-1%,0.1%,2%,i,-4%,-4.3%,-1%
COc1ccc(C(C)NC(=O)C2C(=O)NC3(C)CC2c2ccccc2O3)cc1 (stereo unspecified),10%,-1.2%,18%,-0.2%,-1%,i,0%,0.9%,16%
Cc1cc(=O)n(-c2ccccc2Cl)[nH]1,-91%,0.0%,3%,0.1%,9%,i,3%,-4.7%,-24%
NS(=O)(=O)c1ccc2nc(NC(=O)c3ccncc3)sc2c1,-14%,-1.8%,15%,0.5%,-4%,i,3%,-16%,20%
COCCn1c(SCC(=O)N2CCCCC2)nc2ccccc2c1=O,-10%,-0.4%,-1%,-0.1%,-5%,i,7%,-2.8%,3%
O=C(CNS(=O)(=O)c1c(Cl)cccc1Cl)OCc1csc(-c2ccccc2)n1,10%,-2.6%,0%,-0.2%,2%,i,2%,-3.4%,3%
COc1cccc(N2CC(=O)N(c3cccc(OC)c3)CC2=O)c1,1%,-1.7%,1%,0.1%,9%,i,-7%,-5.6%,-4%
CCOc1ccc2nc(NC(=O)c3ccoc3C)sc2c1,4%,-0.8%,16%,0.1%,0%,i,4%,-6.3%,6%
O=C1CCCN1c1nccs1,-7%,5.4%,4%,0.7%,7%,i,1%,-4.9%,-8%
CC1(C)NC(=O)N(CC(O)COc2ccc(-c3ccccc3)cc2)C1=O (stereo unspecified),0%,-1.6%,-3%,.,1%,.,-2%,-7.6%,-2%
O=C1c2ccccc2C(=O)N1Cc1ccc2c(c1)OCO2,-4%,2.5%,13%,0.2%,3%,i,9%,-1.9%,-3%
O=C(CN1CCCC1)OCCCC1CCCCC1,.,.,-11%,0.2%,-1%,i,1%,.,-4%
COCCOC(=O)C1=C(C)NC(=O)NC1c1ccc(-c2ccc(F)cc2)o1 (stereo unspecified),11%,-0.3%,11%,-0.3%,-4%,i,9%,-9.4%,-13%
C/C(=N/NC(=O)c1ccco1)c1cccnc1,-8%,-1.0%,-6%,0.9%,3%,i,11%,1.6%,-4%
CCOC(=O)N1CCN(C(=O)c2cc3c(-c4ccc(Cl)cc4)nn(C)c3s2)CC1,6%,-0.2%,13%,1.5%,3%,i,1%,-2.6%,7%

# Sorted by formula weight (ascending): some entries from above.
SMILES,PMI inhibition,ER stress rescue,PhoP inhibition,West Nile antiviral,SIAH1 antagonists,Yfh1-depleted yeast,M1AAP inhibition,XIAP antagonists,P. falciparum M17LAP
O=C(NNc1ccccc1[N+](=O)[O-])NC1CCCCC1,3%,-0.8%,6%,-0.5%,-2%,i,5%,-2.6%,1%
CC1(C)C(=O)C2(CCCCC2)C(=O)OC1c1cccs1 (stereo unspecified),-55%,-1.5%,-7%,-0.1%,-5%,i,6%,-12%,-8%
COc1cccc(C2NC(=O)NC(C)=C2C(=O)Nc2ccccc2C)c1 (stereo unspecified),4%,-1.0%,-1%,0.1%,2%,i,-4%,-4.3%,-1%
CC(=O)N/C(=C/c1ccc(OS(=O)(=O)c2ccc(C)cc2)cc1)C(=O)Nc1ccc(C(=O)O)cc1,.,.,2%,0.1%,3%,i,3%,.,19%

# Compound activity (PubChem)
